Compound activity as filed in PubChem.
Growth percent in the NCI-60 one-dose screen (48 h, 10 µM unless noted): 100 = growth as untreated, 0 = no growth, -100 = all killed.
SK-MEL-5: SK-MEL-5 melanoma; 80,000 tested, 6.4% active
UACC-257: UACC-257 melanoma. 78,000 tested, 4.4% active
SK-MEL-2: SK-MEL-2 melanoma; AID 1794763; 77,000 tested, 4.7% active
A549/ATCC: A549/ATCC NSCLC; 81,000 tested, 3.7% active; AID 1794740
EKVX: EKVX NSCLC; 71,000 tested, 3% active; AID 1794765
UACC-62: UACC-62 melanoma; 81,000 tested, 5.4% active
M14: M14 melanoma | 80,000 tested, 6.2% active | AID 1794745
MALME-3M: MALME-3M melanoma; 78,000 tested, 5.8% active
* = called active by the depositor; x = no result given; & = joins results of further samples. The calls were made as follows: active = growth percent below 10; inactive = the rest.

cpd	SMILES	MALME-3M	EKVX	A549/ATCC	UACC-62	SK-MEL-2	UACC-257	SK-MEL-5	M14
1	C[C@H]1N[C@@]2(C(=O)Nc3ccccc32)[C@@H](c2ccc(F)cc2)[C@@H]1C(=O)c1ccc(O)cc1	94	94	103	81	105	100	94	x
2	COc1c(B(O)O)cccc1-c1nc2ccc3cn[nH]c3c2c2c1CCCC2	87	49	42	52	108	84	53	88
3	O=C(O)/C=C(\c1nc(-c2ccccc2)c(-c2ccccc2)[nH]1)c1cc(Cl)ccc1O	97	85	112	91	81	115	84	92
4	C=CCc1c[nH]c(=O)[nH]c1=O	78	102	103	112	93	103	101	99
5	O=C(c1ccc(C(F)(F)F)c(Cl)c1)N(Cc1ccc(Cl)cc1)c1ccc(-c2cc(C(F)(F)F)[nH]n2)c(O)c1	1.3*	0.1*	13	15	-18*	10	-43*	11
6	C#CCOc1ccc(C2=NN(CC3CC3)C3N=C(Cl)c4ncn(CC5CC5)c4N23)cc1OCC#C (stereo unspecified)	84	80	71	60	83	99	61	74
7	Nc1cc(=O)[nH]cn1	87	92	67	99	109	82	109	96
8	O=C(Nc1ccc(Cl)cc1)Nc1cc(=O)[nH]c(SCC(=O)N2CCN(c3cc4c(cc3F)c(=O)c(C(=O)O)cn4C3CC3)CC2)n1	102	98	75	94	98	88	104	98
9	Nc1n[nH]c2cccc(C#Cc3cccc(NC(=O)c4cc(Cl)cc(Cl)c4)c3)c12	97	113	101	85	97	114	100	100
10	O=C(NN1C(=O)/C(=C/C=C/c2ccc([N+](=O)[O-])o2)SC1=S)c1ccc(Cl)cc1	-96*	-97*	-87*	-100*	-91*	-93*	-100*	-69*
11	O=C(Nc1cccnc1)c1noc2ccccc12	99	100	92	89	92	101	104	106
12	CCCCC(CCc1ccc([N+](=O)[O-])cc1)(C(C)=O)C(=O)OCC (stereo unspecified)	x	x	100	97	100	99	93	97
13	COc1ccc2[nH]c(=O)c(CN3CCN(c4nccc(-c5ccc(Cl)cc5)n4)CC3)cc2c1	93	96	74	94	93	83	95	102
14	COCC1OC(OC)C(OC)C(OC)C1OC (stereo unspecified)	89	100	84	100	108	72	102	101
15	CC[C@H](Nc1ncnc2nc[nH]c12)c1nc2cccc(NCc3ccc(C(=O)NO)o3)c2c(=O)n1-c1ccccc1	77	110	102	93	102	102	101	103
16	COc1ccc(CC2CC(=O)OC2=O)cc1 (stereo unspecified)	97	100	73	101	99	x	99	108
17	CCCCCc1cc[n+](CC(=O)c2ccccc2)cc1	108&100	90	101&84	101&99	104&101	106&99	90&96	100&100
18	CCOC(=O)c1n[nH]n2c1nc(=O)c1cnn(C)c12	101	102	87	106	100	86	105	102
19	COc1ccc(C=C(C(C)=O)C(C)=O)cc1	94	107&96	101&87	97&102	106&105	95&90	107&98	96&93
20	COC(=O)c1cc(C(C)=O)n2c3ccccc3c3ccccc3c12	85	70	97	67	99	118	22	72
21	Cc1nn(-c2ccc(F)cc2)c(C)c1N=Nc1ccccc1	78	79	88	82	93	101	97	89
22	O=C(Nc1cccc2[nH]c(C(F)(F)F)nc12)c1ccc2c(c1)OCO2	91	86	101	99	96	92	89	103
23	c1ccc(SCN2CCCCC2)cc1	94	x	102	102	96	108	109	96
24	CN(C)c1oc(/C=C/C=C/c2nc(C#N)c(N(C)C)o2)nc1C#N	109	100	109	107	107	111	102	116
25	O=C(OCCCN1CCCCC1)c1noc2cc([N+](=O)[O-])ccc12	102	103	98	108	105	92	102	104
26	O=S(=O)(O)c1ccc2c(c1)CCC2	x	121	107	110	97	120	103	104
27	CCCCN(CCCC)C(=O)C(C)OC(C)=O (stereo unspecified)	117	106	105	95	127	112	99	100
28	CCOC(=O)c1cc2c(nc1OC)-c1cnn(-c3ccc(Cl)cc3)c1CC2	77	x	83	53	94	90	77	85
29	CCOC(=O)C(C#N)(CC)C(C)=C1CC1 (stereo unspecified)	117	115	95	106	116	95	108	101
30	CC1=C(C)C(=O)C(Nc2cccc(C(=O)OC(C)(C)C)c2)=C(Br)C1=O	88	103	96	79	106	87	96	95
31	COc1ccc(C(=O)CSc2nnc(-c3cnccn3)n2-c2ccccc2)cc1	107	86	87	67	76	91	78	81
32	Cc1cc(N2CCOCC2)nc(N2CCC(C#N)CC2)n1	107	96	95	103	x	89	98	99
33	O=C1CSC(=S)N1/N=C/c1cccc2ccccc12	101	101	100	101	108	99	101	98
34	C=CCC(CCC(CC=C)C(=O)O)C(=O)O (stereo unspecified)	100	x	98	99	99	102	111	100
35	CCOC(=O)/C(N=O)=C(/O)c1ccncc1	83	104	100	108	95	108	102	104
36	Cc1noc(N)c1C(=O)Nc1ccc2c(c1)OCO2	103	103	100	108	101	90	108	108
37	CC(=O)Oc1c(C2=NN(C(C)=O)C(c3ccccc3)O2)ccc2ccccc12 (stereo unspecified)	85	x	96	107	103	95	97	94
38	CC(C)C1=NOC(=O)C1=Cc1cn(-c2ccccc2)nc1-c1ccc(Br)cc1	88	93	98	76	87	100	97	77
39	CN1COc2ccc3ccccc3c2C1	111	96	97	85	93	107	105	86
40	COc1ccc(-c2c3c(=O)n(C)c(=O)n(C)c3cn2-c2ccc(F)cc2)cc1	120	89	76	83	138	99	90	x
41	O=C(NO)c1ccc(-c2nc3ccc4[nH]ncc4c3c3c2CCCC3)cc1	-81*	-19*	6.8*	-66*	-90*	-19*	-89*	-63*
42	O=[N+]([O-])c1ccc(N=NNc2ccc(N=Nc3ccccc3)cc2)cc1	103	92	86	86	x	101	88	100
43	Cc1c(N)ccc(-c2ccc(N)c(C)c2S(=O)(=O)O)c1S(=O)(=O)O	127	111	117	105	x	115	110	108
44	Nc1nnc(-c2ccc3ccccc3c2O)o1	89	x	94	97	98	102	95	86
45	O=C(c1nnc(Nc2ccc([N+](=O)[O-])cc2)o1)c1c[nH]c2ccccc12	101	74	95	66	91	98	77	93
46	N#CC1=C(c2ccccc2)Nc2c(c(-c3ccccc3)nn2-c2ccccc2)[C@@]12C(=O)Nc1ccc(Cl)cc12	104	96	82	89	99	95	88	93
47	COc1cc2c(c(OC)c1OC)CCC(c1cccc(C(=O)Nc3cccc(Br)c3)c1)O2 (stereo unspecified)	102	50	65	53	77	74	56	74
48	O=C(NC1CC(=O)N(Cc2cccc(C(F)(F)F)c2)C1)c1cc(C(F)(F)F)ccc1O (stereo unspecified)	96	98	103	92	107	98	99	97

Random excerpt: three compounds from above, in no set order.
cpd	SMILES	MALME-3M	EKVX	A549/ATCC	UACC-62	SK-MEL-2	UACC-257	SK-MEL-5	M14
45	O=C(c1nnc(Nc2ccc([N+](=O)[O-])cc2)o1)c1c[nH]c2ccccc12	101	74	95	66	91	98	77	93
41	O=C(NO)c1ccc(-c2nc3ccc4[nH]ncc4c3c3c2CCCC3)cc1	-81*	-19*	6.8*	-66*	-90*	-19*	-89*	-63*
38	CC(C)C1=NOC(=O)C1=Cc1cn(-c2ccccc2)nc1-c1ccc(Br)cc1	88	93	98	76	87	100	97	77

(more compounds)
cpd	SMILES	MALME-3M	EKVX	A549/ATCC	UACC-62	SK-MEL-2	UACC-257	SK-MEL-5	M14
49	C=CCSc1ccc2c(c1)C(=O)Nc1ccccc1O2	103	89	88	82	107	105	96	104
50	COc1cc(-n2nc(C(=O)NCc3ccc(C(=O)O)cc3)nc2-c2ccccc2)cc(OC)c1OC	80	103	94	94	99	96	102	96
51	CCN=C(NCC)c1ccc(NC(=O)Nc2ccc(NC(=O)Nc3ccc(C(=NCC)NCC)cc3)cc2)cc1	50	42	59	82	x	67	15	82
52	CN1CCN(CCc2cc3c(cc2Cl)N(Cc2ccc(-c4ccccc4C#N)cc2)C(=O)C3)CC1	93	59	96	72	102	104	84	93
53	COc1ccc2c(c1)cn1c3ccc(OC)cc3[nH]c(=O)c21	42	49	-57*	30	-50*	55	4.1*	-65*
54	CC1(C)CC[C@]23CC[C@]4(C)[C@H](CC[C@@H]5[C@@]6(C)CC[C@H](OC(=O)c7ccco7)C(C)(C)[C@@H]6CC[C@]54C)[C@H]2[C@H]1OC3	104	103	102	89	104	105	101	x
55	Cc1ccc(N2CCN(CC(O)COc3cccc4ccccc34)CC2)cc1 (stereo unspecified)	131	140	127	99	x	106	109	96
56	CCCCNC(=O)CC1=C(C)/C(=C/c2[nH]c(-c3ccc[nH]3)cc2OC)N=C1C	34	36	12	-29*	22	5.5*	1.3*	-43*
57	O=C(O)C1(Nc2ccc(-c3ccc(Cl)cc3)cc2)CCCC1	97	x	84	97	113	82	97	102
58	c1c[nH]cn1	103	91	102	105	113	96	101	105
59	Cc1ccc(N=C2S/C(=C\c3ccc(Cl)cc3)C(=O)N2Cc2nc3ccccc3[nH]2)cc1	59	96	93	83	107	98	94	98
60	CCCCN(Cc1ccccc1)Cc1ccc(N(CC)CC)cc1	110	76	107	101	102	110	x	84
61	C[C@]12C[C@@H](c3ccoc3)OC(=O)[C@@H]1CC[C@]1(C)[C@@H]2CC[C@@H](O)[C@]1(C)O	82	58	49	76	75	83	76	82
62	CC(Oc1ccc(C(=O)NS(=O)(=O)C2CC2)cc1C(F)(F)F)c1ccc(Oc2ccccc2)cn1 (stereo unspecified)	77	95	107	56	90	94	76	74
63	O=C(/C=C/c1ccc(F)cc1)c1ccc(Nc2nc(N3CCCCC3)nc(N3CCCCC3)n2)cc1	106	99	105	104	107	106	99	103
64	Cc1ccc(S(=O)(=O)Oc2ccc(-c3sc4cc(OS(=O)(=O)c5ccc(C)cc5)ccc4c3C(=O)c3ccc(OCCN4CCCCC4)cc3)cc2)cc1	106	88	80	87	88	84	66	88
65	C=CCc1cc(-c2ccc(O)c(CC=C)c2)ccc1O	101	110	77	84	100	95	91	95
66	Fc1ccc(-c2cnc3nonc3n2)cc1F	107	112	105	87	99	88	99	100
67	CC(=O)C1=C(O)C=C2Oc3c(C(=O)/C=C/c4cc(C(F)(F)F)cc(C(F)(F)F)c4)c(O)c(C)c(O)c3[C@]2(C)C1=O	-66*	-34*	-47*	-65*	-50*	-51*	-94*	-59*
68	Cc1ccc(-c2nn(-c3ccc(S(N)(=O)=O)cc3)c(=O)c3ccccc23)c(C)c1	99	102	103	89	100	111	99	88
69	O=c1c2c(c3ccccc3n1-c1ccccc1)Nc1ncnn1C2c1ccccc1 (stereo unspecified)	99	70	91	86	x	118	88	99
70	O=C1COc2ccccc2C(=O)N1CCCCn1ccnc1	106	95	93	103	107	94	x	92
71	CC(C)(C)c1ccc(C(=O)O)c(Br)c1	109	101	106	106	113	104	106	108
72	O=C(O)c1ccc(-n2cc(/C=N/Nc3ccc(Br)cc3)c(-c3ccc(F)cc3F)n2)cc1	84	71	95	59	92	109	85	88
73	Oc1ccc(/C=N\NC(=S)Nc2ccc(F)cc2)c(O)c1	x	105	99	104	96	116	94	111
74	CCOC(=O)c1ncc(-c2cc(F)c(F)c(OCC)c2)c(NC2CCCCCC2)n1	107	x	93	89	100	93	94	109

Whole records as entered above. Order of values: MALME-3M, EKVX, A549/ATCC, UACC-62, SK-MEL-2, UACC-257, SK-MEL-5, M14
O=C(/C=C/c1ccc(F)cc1)c1ccc(Nc2nc(N3CCCCC3)nc(N3CCCCC3)n2)cc1 across the screens: 106, 99, 105, 104, 107, 106, 99, 103
Oc1ccc(/C=N\NC(=S)Nc2ccc(F)cc2)c(O)c1 across the screens: x, 105, 99, 104, 96, 116, 94, 111
O=C(O)c1ccc(-n2cc(/C=N/Nc3ccc(Br)cc3)c(-c3ccc(F)cc3F)n2)cc1 across the screens: 84, 71, 95, 59, 92, 109, 85, 88
C[C@]12C[C@@H](c3ccoc3)OC(=O)[C@@H]1CC[C@]1(C)[C@@H]2CC[C@@H](O)[C@]1(C)O across the screens: 82, 58, 49, 76, 75, 83, 76, 82
CC(Oc1ccc(C(=O)NS(=O)(=O)C2CC2)cc1C(F)(F)F)c1ccc(Oc2ccccc2)cn1 (stereo unspecified) across the screens: 77, 95, 107, 56, 90, 94, 76, 74
